PDI inh: inhibitors of human PDI, primary screen, biochemical, turbidity, single point, plate reader; 0.052% of 350,000 active; PDI insulin aggregation turbidity, A650, 90 min; inhibition, % at 10 µM; AID 588391, 2011;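 active = mean inhibition across replicates of 30% or more, whatever share of single replicates reach that level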;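 also: absorbance from insulin aggregation driven by PDI reduction with DTT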
Target sequence (P07237 whole entry, looked up): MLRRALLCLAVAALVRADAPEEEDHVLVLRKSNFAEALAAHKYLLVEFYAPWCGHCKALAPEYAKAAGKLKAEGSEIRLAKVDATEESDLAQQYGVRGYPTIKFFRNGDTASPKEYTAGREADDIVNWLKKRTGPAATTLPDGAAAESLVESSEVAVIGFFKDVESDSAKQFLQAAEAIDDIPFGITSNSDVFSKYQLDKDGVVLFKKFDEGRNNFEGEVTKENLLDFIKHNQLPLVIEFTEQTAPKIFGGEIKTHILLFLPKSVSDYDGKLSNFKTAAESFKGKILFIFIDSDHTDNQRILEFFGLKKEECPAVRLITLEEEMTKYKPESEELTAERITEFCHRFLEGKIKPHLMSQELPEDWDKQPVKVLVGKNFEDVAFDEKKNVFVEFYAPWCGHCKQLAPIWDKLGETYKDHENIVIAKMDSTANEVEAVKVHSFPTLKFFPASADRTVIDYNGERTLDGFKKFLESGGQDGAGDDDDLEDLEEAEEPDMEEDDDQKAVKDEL
NR2E3 ag-1: NR2E3 agonists in two-hybrid cells, primary screen, cell-based, luminescence, CHO-S, Gal4-NCOR/VP16-NR2E3; 0.35% of 360,000 active; AID 602229, 2012; inhibition of corepressor binding, % at 3.98 µM; Photoreceptor-specific nuclear receptor (Homo sapiens), Q9Y5X4; luciferase;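 active = inhibition above the mean of all tested compounds plus 3 SD, cut at about 70% in these data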;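 also: 0% = DMSO with NR2E3 transfected cells and 100% = cells lacking NR2E3 construct; higher means lower luciferase signal from less NR2E3 corepressor binding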
Target sequence (Q9Y5X4 whole entry, looked up, the tested form may be a part): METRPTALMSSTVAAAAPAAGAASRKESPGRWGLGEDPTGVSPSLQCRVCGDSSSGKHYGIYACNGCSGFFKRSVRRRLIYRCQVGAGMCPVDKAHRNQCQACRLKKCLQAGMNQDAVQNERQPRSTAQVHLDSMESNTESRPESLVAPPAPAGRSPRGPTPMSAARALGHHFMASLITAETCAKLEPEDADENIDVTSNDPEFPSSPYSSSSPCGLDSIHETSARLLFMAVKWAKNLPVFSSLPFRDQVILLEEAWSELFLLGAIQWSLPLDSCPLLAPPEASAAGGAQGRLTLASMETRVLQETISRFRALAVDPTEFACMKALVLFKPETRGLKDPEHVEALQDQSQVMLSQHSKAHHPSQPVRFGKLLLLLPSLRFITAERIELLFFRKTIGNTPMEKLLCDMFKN
HIF-2a inh: HIF-2a reporter inhibitors, primary screen, luminescence, 786-0 RCC cells. 786-0 RCC cells HIF-2a reporter, luciferase luminescence, overnight. inhibition, % at 18.8 µM. 0.72% of 360,000 active;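 active = inhibition of the luminescence signal of 40% or more relative to plate controls, in a single-dose primary screen at 18.75 µM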
Peg3 prom inh: Peg3 promoter-driven luciferase inhibitors, primary screen, cell-based, HeLa, luciferase luminescence; HeLa PEG-Prom luciferase reporter, overnight; inhibition, % at 20 µM; 1.7% of 360,000 active;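 active = inhibition of at least 50% at 20 µM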
H9c2 protect: cardioprotection against H2O2-induced cell death, primary screen, uHTS, H9c2 cells, ATPLite luminescence; H9c2 cardiomyocytes, H2O2 injury protection, 2 h; protection from H2O2 cell death, % at 20 µM; 0.63% of 360,000 active; AID 588492, 2011;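 active = compounds giving at least 50% protection of heart cells from peroxide-induced death in the single-dose screen, raw or plate-pattern-corrected value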;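 also: 0% = DMSO wells with peroxide and 100% = DMSO wells without peroxide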
hiPSC survival: enhancers of single-cell hiPSC survival, primary screen, ATPlite luminescence; AID 602274, 2012; survival enhancement, % at 20 µM; 0.044% of 360,000 active; 100% = ROCK inhibitor wells, 0% = DMSO; in the data active = survival enhancement above about 18%;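 also: cells exposed to compounds for 16 hours before the ATP read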
Shn3 3UTR inh: reduction of Shn3 3'UTR firefly luciferase signal, primary screen, Schnurri-3 inhibitor project, cell-based, Clone20 osteoblasts, set 2 | inhibition, % at 12.5 µM | Clone20 osteoblast Shn3 3'UTR firefly luciferase, 24 h | AID 588674, 2011 | 0.52% of 360,000 active;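 active = mean inhibition of at least 75% with every replicate also reaching 75%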;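 also: 0% = median of neutral control wells and 100% = pilot-screen positive control compound; some compounds past the cut are filed as inactive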
HTR2A ag: mouse Htr2a agonists via beta-arrestin recruitment, primary screen, cell-based, luminescence. 5-hydroxytryptamine receptor 2A (Mus musculus), P35363. CHO-K1 mHTR2A beta-arrestin complementation; percent of 30 µM serotonin response. activation, % at 7.6 µM. 0.66% of 360,000 active;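 active = activation above a run cutoff, the mean activation of all tested compounds plus 3 SD, cut at about 14% in these data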;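 also: 0% = plate median of compound wells and 100% = 30 µM serotonin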
TRPM1 prom inh: inhibitors of MITF-dependent TRPM1 promoter reporter, primary screen, cell-based, SK-MEL-5, single point, luciferase; SK-MEL-5 TRPM1 promoter luciferase, 24 h; inhibition, % at 12.5 µM; 0.83% of 330,000 active;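 active = mean inhibition across replicates of 60% or more, whatever share of single replicates reaches that level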; also: values of inactives mirror those of a sister screen read the other way
NR2E3 ag-2: inhibitors of NR2E3-RetCOR corepressor binding, primary screen, NR2E3 agonist project, biochemical, TR-FRET, GST-NR2E3, biotin-RetCOR; Photoreceptor-specific nuclear receptor (Homo sapiens), Q9Y5X4; 1536-well; inhibition of corepressor binding, % at 4.78 µM; 0.12% of 320,000 active; AID 2300, 2010;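 active = percent inhibition above the cutoff of mean plus 3 SD of all tested compounds, set per screening campaign, cut at about 20% in these data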;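 also: 0% = DMSO wells and 100% = biotin wells as full block of FRET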
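system = GST-tagged NR2E3 plus biotinylated RetCOR corepressor | input = 1.35 nM GST-NR2E3 | also added = 7 nM biotin-RetCOR | schedule = 5 h incubation at 4 °C | measured by = TR-FRET with europium anti-GST and streptavidin-D2, 340 nm excitation | read-out = percent loss of FRET ratio relative to control wells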
CaV13 ICDI inh: Disruptors of the CACNA1D IQ motif to Ca2+-dependent inactivation inhibitor domain association, primary screening, Förster resonance energy transfer in intact living … | HEK cells, CFP/YFP FRET ICDI-IQ, plate reader, 10 min; percent FRET-ratio fall versus neutral wells | inhibition, % at 12.3 µM | 0.098% of 340,000 active | AID 743397;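 active = mean replicate inhibition of at least 30% and at least 1% of replicates passing that level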;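 also: 0% = median of the neutral control wells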
Numbers without * were called inactive; · = no result given. Random draw from the library; any-hit rate near 3.9%.

SMILES | PDI inh | NR2E3 ag-1 | HIF-2a inh | Peg3 prom inh | H9c2 protect | hiPSC survival | Shn3 3UTR inh | HTR2A ag | TRPM1 prom inh | NR2E3 ag-2 | CaV13 ICDI inh
Cc1cc(C)n2nc(C(=O)OCC(=O)c3cc(C)n(CC4CCCO4)c3C)nc2n1 (stereo unspecified) | 2 | 3 | 12 | -6 | 6 | -0.3 | 3 | -1 | -9 | 2 | -19
CCOC(=O)c1cnn(-c2ccccc2)c1-n1cccc1 | -2 | -6 | 7 | 31 | -5 | -3.1 | -5 | -1 | 0 | 3 | -4
COc1ccc(N(CC(=O)Nc2ccc(S(=O)(=O)N3CCOCC3)cc2)S(=O)(=O)c2ccccc2)cc1 | 3 | 11 | 11 | 27 | 12 | -1.6 | 14 | -5 | 12 | 4 | -1
Cc1ccc(-n2c(SCC(=O)N3CCC(C(=O)O)CC3)nc3ccccc3c2=O)cc1C | -2 | -94 | -137 | -58 | -1 | -0.2 | -39 | 1 | -29 | 3 | -3
CCOc1ccccc1NC(=O)CSc1nc2[nH]ncc2c(=O)[nH]1 | 8 | -23 | -5 | 0 | -2 | -0.1 | -16 | 2 | -4 | -4 | -1
CC(Oc1ccc(F)cc1)C(=O)Nc1cc(S(=O)(=O)N2CCOCC2)ccc1N1CCCC1 (stereo unspecified) | -1 | 0 | 16 | 5 | 3 | 0.7 | 12 | 4 | 7 | 4 | ·
C/C(=N\Nc1ccc(Cl)cc1)c1ccncc1 | 3 | 12 | -91 | -113 | -2 | 0.0 | -20 | -5 | -40 | 0 | -4
O=C(COC(=O)Cc1ccsc1)Nc1ccc(F)cc1Cl | 14 | 16 | 5 | 3 | 6 | -0.6 | 3 | -8 | -12 | 5 | -2
S=C(Nc1ccc(Cl)cc1)NC1CCCCC1 | 1 | -90 | -96 | -96 | -1 | 0.3 | -19 | 6 | -35 | -2 | -15
COc1cc(N(C(=O)Cc2cccs2)C(C(=O)NC2CCCCC2)c2cccc(OC)c2OC)ccc1-n1cnnn1 (stereo unspecified) | 3 | -25 | 11 | 6 | 0 | -1.1 | -29 | -4 | 2 | -2 | -5
CC(C)(C)N(Cc1ccccc1)C(=O)COC(=O)Cn1cnc2ccccc2c1=O | 9 | -21 | 15 | -4 | 0 | 0.1 | 5 | 3 | -4 | 1 | -15
O=C(O)c1cccc(S(=O)(=O)Nc2ccccc2Oc2ccccc2)c1 | -2 | 5 | 5 | 7 | 0 | 1.9 | 8 | 0 | · | · | -5
COc1ccc(-c2coc3c(C(=O)NC4CCCCC4)cccc23)c(C)c1 | -6 | -5 | -3 | 6 | -13 | 2.3 | 34 | 1 | · | · | -6
O=C(Oc1ccc(Br)cc1)c1cccnc1 | 5 | -14 | 18 | -4 | -5 | 0.1 | -4 | 0 | -3 | -4 | -18
Cc1cc(C)nc(SCc2nnc(SCC(=O)Nc3ccc(Cl)c(C(F)(F)F)c3)o2)n1 | 10 | -18 | 9 | -8 | -9 | 0.6 | -4 | 2 | -3 | -5 | ·
CC(=O)c1cccc(NC(=O)CN(C2CCCCC2)S(C)(=O)=O)c1 | 0 | -6 | 7 | 8 | 1 | -3.0 | 12 | -2 | 8 | -2 | -6
CC(C)c1nnc(NC(=O)CSc2ccccc2)s1 | 5 | -9 | -67 | -44 | -1 | -3.0 | -12 | 0 | 1 | 2 | ·
Cc1cc(OC(=O)c2cccc(Br)c2)c([N+](=O)[O-])c(=O)[nH]1 | 14 | -16 | 9 | -6 | -2 | 5.6 | 5 | 8 | · | -1 | -6
Cc1ccc(Sc2ncccc2C(=O)O)cc1 | -9 | -12 | 11 | -14 | -2 | -2.2 | -4 | 3 | -10 | -1 | -14
CCCCCC1CCC(c2n[nH]c(=S)n2C)CC1 (stereo unspecified) | 5 | -15 | 7 | -12 | -22 | 0.3 | 14 | 1 | -6 | 1 | -2

Brought forward from above: 5 entries, followed by the next part.
SMILES | PDI inh | NR2E3 ag-1 | HIF-2a inh | Peg3 prom inh | H9c2 protect | hiPSC survival | Shn3 3UTR inh | HTR2A ag | TRPM1 prom inh | NR2E3 ag-2 | CaV13 ICDI inh
CC(=O)c1cccc(NC(=O)CN(C2CCCCC2)S(C)(=O)=O)c1 | 0 | -6 | 7 | 8 | 1 | -3.0 | 12 | -2 | 8 | -2 | -6
CC(C)c1nnc(NC(=O)CSc2ccccc2)s1 | 5 | -9 | -67 | -44 | -1 | -3.0 | -12 | 0 | 1 | 2 | ·
Cc1cc(OC(=O)c2cccc(Br)c2)c([N+](=O)[O-])c(=O)[nH]1 | 14 | -16 | 9 | -6 | -2 | 5.6 | 5 | 8 | · | -1 | -6
Cc1ccc(Sc2ncccc2C(=O)O)cc1 | -9 | -12 | 11 | -14 | -2 | -2.2 | -4 | 3 | -10 | -1 | -14
CCCCCC1CCC(c2n[nH]c(=S)n2C)CC1 (stereo unspecified) | 5 | -15 | 7 | -12 | -22 | 0.3 | 14 | 1 | -6 | 1 | -2
O=C(Nc1ccc(Cl)cc1)N(CCCN1CCOCC1)Cc1cccs1 | -12 | 19 | -27 | -5 | 11 | 0.9 | -10 | 7 | -1 | 1 | -6
COc1ccc(C(C(=O)NC(C)(C)C)N(C[C@H]2CC[C@@H]([C@@H]3CC[C@H](CO)O3)O2)C(=O)c2ccccc2)cc1 (stereo partly specified) | -4 | 13 | 10 | -4 | 0 | -0.5 | 8 | -2 | -11 | · | -7
CCCCC(=O)Nc1ccc2c(c1)nc1n2CCOC1 | -5 | -25 | -175 | -91 | -8 | -0.2 | -51 | 1 | -30 | 1 | -5
O=C(O)C1CCCN1c1ncccn1 (stereo unspecified) | -5 | 0 | 10 | 8 | 9 | -0.4 | 0 | 2 | -5 | 1 | -5
COc1ccc(S(=O)(=O)Nc2cccc(C)c2C)c2cccnc12 | -29 | -11 | 6 | 18 | 2 | -0.5 | 19 | 3 | 16 | 3 | -3
CCOC(=O)C1CCN(CC(=O)N(CC(C)C)c2c(N)n(CC(C)C)c(=O)[nH]c2=O)CC1 | -4 | 16 | 5 | -7 | -4 | -0.6 | 69 | -2 | 2 | 4 | -5
CC(Nc1ccc(F)cc1)=[N+](C)CCNS(=O)(=O)c1ccc(Cl)cc1 | -2 | -4 | 13 | 8 | 17 | -0.3 | -3 | -1 | 16 | -1 | -5
C[C@@H]1CN([C@@H](C)CO)C(=O)CCCn2nncc2CO[C@H]1CN(C)C(=O)c1ccc(N2CCN(C)CC2)cc1 | -2 | 0 | 6 | -10 | 3 | 3.2 | -5 | 2 | · | · | -2
NS(=O)(=O)c1ccc(NS(=O)(=O)/C=C/c2ccccc2)cc1 | 3 | -9 | 13 | 13 | -4 | -0.9 | 2 | -4 | -5 | 2 | ·
COc1cccc(CC2(CO)CCCN(Cc3sc(N4CCCC4)nc3Cl)C2)c1 (stereo unspecified) | 7 | -18 | -12 | 14 | -4 | -0.8 | 17 | 1 | 8 | -1 | 2
O=C(NCCc1ccccc1)c1ccccc1C(F)(F)F | 2 | -35 | -147 | -140 | -3 | 0.2 | -22 | -1 | · | · | -12
CC(C)CNc1ncnc2c1ncn2[C@H]1CN(Cc2ccc(Cl)cc2)C[C@@H](CO)O1 | -3 | 23 | 14 | 7 | -3 | -1.0 | -20 | 5 | · | · | -4
O=C(c1ccc(C(F)(F)F)cc1)N1CCC(=O)N([C@H](COCc2ccccc2)Cc2ccccc2)CC1 | · | -15 | 13 | · | · | 0.0 | · | -1 | · | · | -6
CCN(Cc1ccccc1)C(=O)c1ccc(CS(=O)c2ccccc2C)o1 (stereo unspecified) | -7 | -37 | -2 | 13 | 3 | -0.4 | 4 | 9 | 5 | -1 | -5
COc1ccccc1NC(=O)COC(=O)C1CC2C=CC1C2 (stereo unspecified) | 8 | -21 | 21 | 6 | -3 | -0.8 | 16 | 1 | 5 | -2 | -2
Cn1c(NCc2cccnc2)nc2cc(-c3ccc(F)cc3)sc2c1=O | 3 | -17 | -223 | -200 | -16 | -0.6 | -45 | 0 | · | · | -16
CCSc1nnc(NC(=O)c2ccc3nc[nH]c3c2)s1 | 1 | -43 | -203 | -219 | 2 | 0.1 | -61 | -4 | -34 | · | -6
CCN(CC)CC(=O)NC1CC(C)(C)Cc2c1cnn2-c1ccc(F)cc1 (stereo unspecified) | -4 | -25 | 6 | 9 | -3 | 0.1 | 9 | -1 | 6 | 1 | -5
COc1ccc(C(CC(=O)NCC(OC)OC)NS(=O)(=O)c2ccc(Cl)cc2)cc1 (stereo unspecified) | -3 | -14 | 3 | -2 | -1 | 0.2 | 16 | -2 | -8 | 3 | 4
COc1ccc(NC(=O)COc2ccc(N(C)S(=O)(=O)c3ccc(C)cc3)cc2)cc1 | -3 | -7 | 18 | 11 | -1 | 0.3 | 8 | -4 | 10 | -2 | -6
CC(C)Cc1nc2oc3c(NCCCN4CCOCC4)ncnc3c2c2c1CCC2 | -2 | 18 | -45 | 5 | 0 | -2.2 | 62 | -21 | 10 | -2 | -5
O=C(C1CCCCN1S(=O)(=O)c1ccccc1)N1CCN(Cc2ccccc2)CC1 (stereo unspecified) | 1 | -20 | -2 | 12 | 1 | -0.9 | 15 | -2 | 7 | 6 | -7
CCn1c(SCC(=O)c2ccccc2)nnc1-c1ccoc1C | 1 | -42 | -61 | -71 | 12 | 3.5 | -45 | 1 | -9 | -1 | -5
CC1=C(C(N)=O)C(c2cccc(O)c2)n2nc(CCCO)nc2N1 (stereo unspecified) | · | -23 | 2 | -3 | -18 | 0.4 | -5 | 5 | · | 1 | -2
COc1cccc(-c2nc3ccccc3c(=O)n2NC(=O)c2cccnc2Cl)c1 | -4 | -11 | 10 | 13 | 6 | 0.4 | -3 | -1 | -3 | 2 | -5
COc1ccccc1C1N(c2ccc(F)cc2)C(=O)C2CCCN21 (stereo unspecified) | 5 | -22 | 7 | -12 | -2 | -0.6 | -8 | 2 | 6 | 1 | -5
Cc1ccc(NC(=O)CCC(=O)Nc2nnc(C3CCCCC3)s2)cc1 | -15 | -1 | -13 | -3 | 1 | 1.3 | -12 | -2 | -16 | 0 | -3
COCCN1CN=C(Nc2nc3ccccc3s2)NC1 | -6 | -25 | -61 | -41 | 2 | -0.3 | -2 | 4 | -13 | -1 | -6
